Compound activity: PubChem BioAssay, National Center for Advancing Translational Sciences (NCATS)
TDP43 rescue – rescues yeast growth from TDP-43 toxicity; TDP-43 expressing yeast growth rescue, BacTiter-Glo, 24 h; Potency, µM (titrated, usually from 46.1 µM), for inactives: at the top dose growth rescue (activation), most hits filed as activators; actives 1.8% (n = 410,000); also: potency is read from the fitted curve at half-maximal effect; % of control where 0% means no effect; nearly all actives have a fitted effect of over 50% in size
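Luminescence from BacTiter-Glo reports growth of TDP-43-expressing yeast after 24 hr at 30 deg C with compound. Cells were raffinose-pregrown to mid-log, then seeded in galactose medium at OD600=0.02.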
aSyn rescue – alpha-synuclein toxicity inhibition in yeast; Yeast expressing alpha-synuclein, growth rescue, BacTiter-Glo, 24 h; Potency, µM (highest dose often 46.1 µM), without a hit: top-dose growth rescue (activation), actives largely listed as activators; actives 0.14% (n = 370,000); AID 652106; also: potency is read from the fitted curve at half-maximal effect; % of control where 0% means no effect; nearly all actives have a fitted effect of over 65% in size
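Screening used galactose-induced yeast with toxic alpha-synuclein levels, exposed to compound for 24 hr at 30 deg C. Cell growth, read with BacTiter-Glo luminescence, gave the measured signal.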
EPAC2 antag – antagonists of human EPAC2 | Q8WZA2 | EPAC2 GEF exchange of Rap1B-BODIPY-GDP, fluorescence | Potency, µM (series often up to 114 µM), for the others: at the top dose activity, negative = inhibition, usual class: inhibitors | actives 0.18% (n = 360,000); also: potency is read from the fitted curve at half-maximal effect; % is scaled to controls: 0 for no effect and ±100 for the full control effect; nearly all actives have a fitted effect of over 45% in size; many of its hits are not listed in these tables
Target sequence (Q8WZA2 whole entry, looked up): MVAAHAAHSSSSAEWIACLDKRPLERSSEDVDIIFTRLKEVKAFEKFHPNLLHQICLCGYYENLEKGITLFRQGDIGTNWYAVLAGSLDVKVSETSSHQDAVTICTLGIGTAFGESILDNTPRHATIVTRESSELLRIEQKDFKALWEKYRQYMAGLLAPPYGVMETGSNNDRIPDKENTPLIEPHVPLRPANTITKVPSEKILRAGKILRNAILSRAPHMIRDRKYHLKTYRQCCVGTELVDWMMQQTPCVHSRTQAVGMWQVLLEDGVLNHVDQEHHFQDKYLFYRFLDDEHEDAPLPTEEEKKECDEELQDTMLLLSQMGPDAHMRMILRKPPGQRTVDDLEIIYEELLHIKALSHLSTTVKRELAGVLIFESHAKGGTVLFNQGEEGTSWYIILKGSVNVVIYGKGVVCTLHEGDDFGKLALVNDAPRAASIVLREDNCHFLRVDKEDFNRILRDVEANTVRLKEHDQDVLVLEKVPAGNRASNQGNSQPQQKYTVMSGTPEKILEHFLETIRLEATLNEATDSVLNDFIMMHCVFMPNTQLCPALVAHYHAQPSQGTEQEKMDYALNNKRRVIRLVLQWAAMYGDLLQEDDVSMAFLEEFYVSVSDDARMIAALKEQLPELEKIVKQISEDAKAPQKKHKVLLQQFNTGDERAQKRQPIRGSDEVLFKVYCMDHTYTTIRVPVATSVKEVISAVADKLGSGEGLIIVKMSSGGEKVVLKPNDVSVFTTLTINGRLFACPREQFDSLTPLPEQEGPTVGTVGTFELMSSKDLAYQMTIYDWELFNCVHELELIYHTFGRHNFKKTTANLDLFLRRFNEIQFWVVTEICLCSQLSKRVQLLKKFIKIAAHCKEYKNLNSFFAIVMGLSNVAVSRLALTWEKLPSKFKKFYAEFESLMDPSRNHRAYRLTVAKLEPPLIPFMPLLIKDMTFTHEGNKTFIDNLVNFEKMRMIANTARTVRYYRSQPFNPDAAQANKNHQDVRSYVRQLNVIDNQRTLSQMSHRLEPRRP
D3 antag – antagonists of human D3 dopamine receptor; AID 652054; D3R cells, DiscoveRx beta-arrestin luminescence, antagonist mode; stronger effect = lower value; actives 2.5% (n = 360,000); max response, negative = inhibition, %; in the data active = max response below about -50%; inconclusive = no clear call, values can overlap the other calls; also: % is scaled to controls: 0 for no effect and ±100 for the full control effect; mostly tested at two doses, the higher about 12 µM
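Cells plated overnight at 1500 cells/well, then exposed to library compounds with dopamine controls for 90 minutes at 37 degrees C. DiscoveRx reagent added for 30–60 minutes at room temperature; luminescence read, quantitative HTS format.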
D3 ag – activates the human D3 dopamine receptor | D3R DiscoveRx beta-arrestin cells, luminescence, 90 min | max activation, % | actives 0.58% (n = 410,000) | AID 652048; in the data active = max activation above about 30%; also: 0% is about no effect; mostly tested at two doses, the higher about 12 µM
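Cells at 1500/well, incubated overnight, then treated with pinned compounds (dopamine as control) for 90 min at 37 degrees C. DiscoveRx reagent added for 30 - 60 minutes at room temperature; luminescence read.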
Abeta rescue – compounds reversing amyloid beta toxicity in yeast | AID 1347071 | Potency, µM (top dose mostly 46.1 µM), without a hit: at the highest dose growth rescue, hits mostly activators | yeast expressing A-beta42, growth rescue, OD600, 48 h; response scale: 0% DMSO, 100% iron-clioquinol control | actives 0.063% (n = 410,000); also: potency is read from the fitted curve at half-maximal effect; nearly all actives have a fitted effect of over 55% in size
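Yeast growth medium received pinned compounds, then yeast cells expressing toxic A-beta were added; plates incubated at 30 C for 48 hr. Growth read as absorbance at 600 nm, normalized to DMSO and equimolar FeCl3 plus clioquinol controls.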
EPAC2 ag – activates human EPAC2 exchange factor | Q8WZA2 | AID 720711 | EPAC2 activation, biochemical qHTS; response scale: 100% = 6.5 mM cAMP response | Potency, µM (doses to about 154 µM), without a hit: at the highest dose activation, most hits filed as activators | actives 0.079% (n = 360,000); also: potency is read from the fitted curve at half-maximal effect; nearly all actives have a fitted effect of over 50% in size
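EPAC2 (100 nM) mixed with Rap1B loaded with BODIPY-GDP (250 nM) plus 50 uM unlabeled GDP; compounds pinned in, 5 min RT, then read every 5 min for 30 min (ex 480, em 540 nm). Normalized to cAMP control.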
FUS suppressor – rescues growth of FUS-expressing yeast | S. cerevisiae FUS-expressing, growth rescue, OD600, 24 h | actives 0.24% (n = 390,000) | Potency, µM (titrated, usually from 76.6 µM), inactives show at the highest dose growth rescue (activation), hits mostly activators;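 also: potency is read from the fitted curve at half-maximal effect; plate controls were DMSO vehicle for no effect and reference control for full effect; nearly all actives have a fitted effect of over 55% in size; some results filed as inactive show a strong effect at the top dose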
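Cultures pregrown in 2.5% raffinose medium are shifted to minimal medium containing 2% galactose to express toxic FUS. Compounds are tested at several concentrations. After 24hr at 30C, growth is quantified at 600 nm absorbance.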
Numbers without * were called inactive; ? = inconclusive; . = not tested or not shown; & = joins results of further samples; [ ] = dose if it differs, or a comment. Unless noted, calls follow the shape of the dose curve; as a rule, active = well fitted curve in the direction sought with a large enough effect; inconclusive = small, poorly fitted or top-dose-only effect, or another doubt; inactive = no such curve, though single readings can be large; an effect the other way counts as inactive or inconclusive. Only part of the results is shown; count on the stated rates, not on these rows.

mol	TDP43 rescue	aSyn rescue	EPAC2 antag	D3 antag	D3 ag	Abeta rescue	EPAC2 ag	FUS suppressor
CC(C)N(NC(=O)c1cccc2ccccc12)C(C)C	11%	2%	0%	14	7	0%	0%	27%
COc1ccc(S(=O)(=O)n2nc(C)c(S(=O)(=O)N3CCC(C)CC3)c2C)cc1OC	18%	.	.	.	9	0%	.	6%
Cn1c(O)c(N=NC(=O)Cn2c(C(F)(F)F)nc3ccccc32)c2ccccc21	10%	12%	-3%	2	2	3%	-2%	-14%
CC(=O)c1ccc(NC(=O)C[n+]2ccc(N(C)C)cc2)cc1	-26%	0%	2%	-4	-9	-3%	13%	40%
CCOC(=O)c1c(S(=O)(=O)NCC(=O)Nc2ccccc2OC)c(C)n(C)c1C	7%	-1%	4%	15	0	-10%	4%	-21%
Cc1nc(-c2cccc(C(F)(F)F)c2)sc1C(=O)O	?	14%	0%	-12	5	-28%	16%	1%
Nc1nc2c(ncn2[C@@H]2O[C@H](CNCc3cnc(N4CCOCC4)nc3)[C@@H](O)[C@H]2O)c(=O)[nH]1	24%	-7%	0%	5	4	-5%	6%	-11%
Cc1ccccc1NC(=O)CSc1nc(N)c(C#N)c(-c2cccs2)c1C#N	6%	-1%	11%	55	-9	-16%	-1%	10%
Cc1ccc(C(=O)Nc2cccc(-c3ccc(N4CCOCC4)nn3)c2)cc1	0%	-5%	3%	1	18	-5%	1%	-4%
COCCNc1nc2c(c(=O)n(C)c(=O)n2C)n1Cc1cccc(C(F)(F)F)c1	-14%	-9%	2%	55	-6	-11%	?	11%
O=C(COC(=O)COc1ccccc1F)Nc1ccc(Cl)cn1	-6%	-1%	5%	-7	6	3%	-3%	-5%
NS(=O)(=O)c1ccc(Cl)c(C(=O)Nc2ccccc2[N+](=O)[O-])c1	15%[9.22 µM]	5%	-1%	-2	1	-7%	9%	15%
CCN(CC)c1nc(-c2ccccc2)cc(C(F)(F)F)c1C#N	14%	-1%	-13%	23	2	-4%	-12%	-16%
COc1ccc(CCN2C(=O)c3[nH]nc(-c4ccccc4O)c3C2c2ccccc2)cc1 (stereo unspecified)	?	.	.	.	14	2%	.	1%
O=C(c1ccc(Cl)cc1)c1cccc(O)c1	26%	1%	2%	-19	-16	11%	14%	.
COc1ccccc1NC(=O)CSCc1cc(=O)c2c(C)cc(C)cc2[nH]1	9%	.	.	.	-6	-7%	.	-5%
CC[C@]1(C(=O)OC)[C@H]2C(=O)N(C)C(=O)[C@H]2[C@H]2CN(C)C(=NC)N21	-11%	0%	-12%	-21	-21	-8%	4%	-24%
O=C(NC1CCCC1)C(c1ccncc1)N(C(=O)c1csnn1)c1ccc(F)cc1 (stereo unspecified)	-11%	-7%	-3%	4	3	-18%	13%	6%
Cc1ccc(NCC(=O)N/N=C/c2ccc(OC(=O)c3ccco3)cc2)cc1	-20%	-2%	2%	-9	3	12%	-1%	27%
CS(=O)(=O)N1CCN(C(=O)c2ccncc2)CC1	-1%	-1%	-6%[57.1 µM]	0	6	4%	-13%	-4%
c1ccc(CN2OCC3Cn4c(nc5ccccc54)C32)cc1 (stereo unspecified)	2%	2%	-4%	2	15	-18%	-5%	-28%
CCOC(=O)CNS(=O)(=O)c1cc(-c2nnc(Nc3ccc4c(c3)OCO4)c3ccccc23)ccc1C	1%	-3%	-8%	10	2	-3%	6%	44%
O=C(CCn1c(=O)oc2ccccc21)NCc1ccco1	0%	4%	-5%	26	3	4%	8%	-11%
CC(C)(C)S(=O)N1Cc2cc(=O)n(Cc3ccccc3)c(CCO)c2[C@@H]1CCO (stereo partly specified)	17%	3%	-1%	18	9	5%	6%	-19%
OCCCNC(=S)Nc1ccc(Br)cc1Cl	0%	-7%	18%	2	-23	-18%	2%	12%
O=C(NCc1ccco1)c1cccc(NC(=O)c2ccco2)c1	-4%	1%	-6%	-18	0	16%	10%	-27%
CC(NCC(O)COC1CCC(C(C)(C)C)CC1)c1ccccc1 (stereo unspecified)	-4%	6%	8%[57.1 µM]	7	1	-7%	4%	8%
O=C(CCc1ccccc1)NCc1cccnc1	2%	-1%	-1%	-22	1	-5%	-3%	1%
Cc1ccc(N(CC(=O)NCCSc2ccccc2)S(=O)(=O)c2ccc(F)cc2)cc1	-1%	.	.	.	-18	-7%	.	?
COc1ccc(-c2noc(N3CCC(C(=O)NCCCN4CCCCC4)CC3)n2)cc1	5%	-4%	6%	?	4	-3%	6%	-18%
CCn1c(=O)n(CC2CCC(C(=O)NC(C)C)CC2)c(=O)c2sccc21 (stereo unspecified)	1%	.	.	.	5	-14%	.	-26%
CN(Cc1c(C(=O)N/N=C/c2c(F)cccc2Cl)nnn1-c1nonc1N)c1ccccc1	8%	16%	-1%	1	-4	15%	15%	?
CC(=O)c1ccc(NC(=O)C2CCCN(S(=O)(=O)c3c(C)[nH]c(=O)[nH]c3=O)C2)cc1 (stereo unspecified)	-15%	6%	11%	9	-5	-3%	0%	9%
N#Cc1c(NC(=O)CSc2ncn[nH]2)sc2c1CCCC2	5%	3%	4%	-2	1	13%	-7%	3%
CCN1CCCC1CNC(=O)CN(C)S(=O)(=O)c1ccc(Cl)cc1 (stereo unspecified)	-2%	2%	2%	7	3	6%	7%	14%
CC1CCN(C(=O)CN2C(=O)C(=O)c3ccccc32)CC1	12%	3%	11%	?	-11	3%	4%	3%
CSc1ccc(C(=O)C2CCCN(Cc3cccc4nccnc34)C2)cc1 (stereo unspecified)	-27%	-2%	-10%	0	-37	1%	4%	14%
CCOC(=O)c1cc(C)n(Cc2ccccc2)c1C	?	-10%	10%	-17	-4	-3%	10%	8%
O=C(NCCc1ccccc1)c1ccc2nc(N3CCOCC3)sc2c1	?	0%	1%	36	2	0%	1%	-3%
Cc1ccc(Sc2c(C)nn(C(=O)COc3ccccc3Br)c2C)cc1	22%	.	.	.	-4	-1%	.	0%
O=C(NC1CC1)C1=NOC(CNc2ncc(C(F)(F)F)cc2Cl)C1 (stereo unspecified)	9%	-3%	1%	6	-6	16%	0%	-4%
COc1ccc(C(=O)Nc2ccc(S(=O)(=O)N3CCCC3)cc2)c(OC)c1	-5%	5%	3%	-7	0	-10%	-2%	31%
CCCS(=O)(=O)N1CCN(C(=O)c2cccs2)CC1	-5%	-7%	10%	7	-2	14%	-5%	-12%
COCCN1Cc2cccc(C(=O)Nc3ccc(C)cc3C)c2C1=O	?	.	.	.	9	1%	.	-10%
COc1ccc(NC(=O)C2CCCO2)cc1OC (stereo unspecified)	-23%	-11%	13%	3	-11	15%	2%	10%
COc1ccc(-c2csc(NC(=O)CN3C(=O)C4CC=CCC4C3=O)n2)cc1OC (stereo unspecified)	-5%	0%	-14%	-19	-5	4%	17%	?
COc1ccc(N(C)S(=O)(=O)c2cccc(C(=O)OCC(=O)N3CC(C)CC(C)C3)c2)cc1 (stereo unspecified)	?	13%	-9%	11	7	14%	15%	29%
O=C(COc1ccc([N+](=O)[O-])cc1)Nc1ccc2[nH]c(=O)[nH]c2c1	3%	10%	21%	6	0	-9%	5%	-6%
O=C1c2ccccc2C2NC(=O)C3(CCCCC3)N12 (stereo unspecified)	12%	2%	1%	-29	-4	2%	3%	10%
COc1cc(C(=O)N(Cc2ccc(N(C)C)cc2)CC2CCCO2)cc(OC)c1OC (stereo unspecified)	12%	.	.	.	4	1%	.	11%

Following part.
mol	TDP43 rescue	aSyn rescue	EPAC2 antag	D3 antag	D3 ag	Abeta rescue	EPAC2 ag	FUS suppressor
Cc1ccccc1C[n+]1cccc2ccccc21	15%	-1%	7%	8	3	-3%	3%	-12%
CCc1nnc(NS(=O)(=O)c2ccc(NC(=O)/C=C/C(=O)O)cc2)s1	-18%	-2%	-4%	-62*	-10	-21%	1%	25%
Cc1ccccc1C(=O)N/N=C/c1ccsc1C	5%	-1%	5%	13	2	-9%	2%	-3%
S=C1NC[C@H](Cc2ccccc2)N1CC1CCN(CCCCc2ccccc2)CC1	11%	2%	-1%	-93*	-41	9%	6%	9%
Cc1cc2ncn(-c3ncnc4sc5c(c34)CCC(C)C5)c2cc1C (stereo unspecified)	-15%	-15%	9%	30	3	12%	-5%	1%
O=S(=O)(NCc1ccco1)c1cnc(Cl)c(Br)c1	14µM*	?	3%	-18	-5	-72%[inhibitor]	8%	.
CCOC(=O)C1=CCN(S(=O)(=O)c2ccccc2F)C1c1cccc(Cl)c1 (stereo unspecified)	?	12%	-23%	7	-7	-7%	16%	16%
COc1ccccc1C1C(C#N)=C(N)Oc2c1c(-c1ccccc1)nn2-c1ccccc1 (stereo unspecified)	23%	-12%	10%	10	3	3%	12%	.
COc1cc(C(=O)Nc2ccc(Cl)c(-c3nc4ncccc4o3)c2)cc(OC)c1OC	9%	.	.	.	-5	-5%	.	?
COc1ccc(OCC(=O)Nc2nnc(S(=O)(=O)N3CCCCCC3)s2)cc1	0%&13%	0%	-15%	21	3&-7	6%&-10%	-3%	18%&4%
COc1ccc2cc3cc(C(=O)Nc4ccc5c(c4)OCCO5)oc3nc2c1	16%	1%	10%	31	24	-1%	-3%	7%
CC1CC(c2ccccc2)=Nc2ccccc2N1 (stereo unspecified)	?	-1%	-2%	-1	0	22%	12%	18%

4 consecutive compounds out of the list so far:
mol	TDP43 rescue	aSyn rescue	EPAC2 antag	D3 antag	D3 ag	Abeta rescue	EPAC2 ag	FUS suppressor
Cc1ccccc1C[n+]1cccc2ccccc21	15%	-1%	7%	8	3	-3%	3%	-12%
CCc1nnc(NS(=O)(=O)c2ccc(NC(=O)/C=C/C(=O)O)cc2)s1	-18%	-2%	-4%	-62*	-10	-21%	1%	25%
Cc1ccccc1C(=O)N/N=C/c1ccsc1C	5%	-1%	5%	13	2	-9%	2%	-3%
S=C1NC[C@H](Cc2ccccc2)N1CC1CCN(CCCCc2ccccc2)CC1	11%	2%	-1%	-93*	-41	9%	6%	9%
